Bioassay records as filed in PubChem.
PRC2 inh – blocks human EZH2/PRC2 H3K27 methylation. DELFIA TRF, 1 h. 57,000 compounds, 0.35% hits. Q15910. inhibition, % at 12.5 µM;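 active = mean inhibition of replicates at least 50% and every single replicate also reaching 50%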;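 note: dimethyl H3K27 on biotinylated H3 21-44 peptide detected by antibody; plate controls were median neutral control wells for no effect and median positive control wells for full effect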
Target sequence (Q15910 whole entry, looked up): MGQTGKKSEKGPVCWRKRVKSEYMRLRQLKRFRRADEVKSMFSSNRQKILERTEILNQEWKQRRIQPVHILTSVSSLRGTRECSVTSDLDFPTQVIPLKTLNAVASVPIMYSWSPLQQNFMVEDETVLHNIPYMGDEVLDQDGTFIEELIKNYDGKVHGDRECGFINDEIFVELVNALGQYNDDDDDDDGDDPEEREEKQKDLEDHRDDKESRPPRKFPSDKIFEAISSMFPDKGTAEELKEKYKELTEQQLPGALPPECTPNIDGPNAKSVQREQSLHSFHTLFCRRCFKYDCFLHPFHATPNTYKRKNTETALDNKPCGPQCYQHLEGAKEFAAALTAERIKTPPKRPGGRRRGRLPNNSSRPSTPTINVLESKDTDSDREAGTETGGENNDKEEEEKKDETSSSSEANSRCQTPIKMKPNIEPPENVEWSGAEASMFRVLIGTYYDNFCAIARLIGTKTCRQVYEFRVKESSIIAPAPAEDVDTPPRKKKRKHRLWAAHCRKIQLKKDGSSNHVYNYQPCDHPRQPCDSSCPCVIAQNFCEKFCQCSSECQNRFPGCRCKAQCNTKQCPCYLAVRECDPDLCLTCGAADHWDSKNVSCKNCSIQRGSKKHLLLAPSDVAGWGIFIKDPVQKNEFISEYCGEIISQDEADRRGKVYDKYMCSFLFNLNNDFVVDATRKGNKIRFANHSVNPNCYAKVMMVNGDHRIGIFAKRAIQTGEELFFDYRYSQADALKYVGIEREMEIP
IDH1 mut inh – inhibitors of human IDH1 R132H; 70,000 compounds, 0.18% hits; O75874; IDH1 R132H reductase, diaphorase/resazurin fluorescence, 60 min; inhibition, % at 10 µM; in the data active = inhibition above about 34%;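 note: 0% = DMSO and 100% = no enzyme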
Starred values were filed as active, the others as inactive; nt = no result given.

SMILES	PRC2 inh	IDH1 mut inh
Cc1ccc(S(=O)(=O)N(C)C[C@@H]2Oc3c(NC(=O)C4CC4)cccc3C(=O)N([C@H](C)CO)C[C@@H]2C)cc1	-1	1.7
COc1cc2c(cc1NC(=O)CSc1ccccn1)oc1ccccc12	19	-0.1
CCCc1cn(CC[C@@H]2CC[C@H](NC(=O)C3CCCC3)[C@H](CO)O2)nn1	-8	-0.7
Cc1noc(C)c1C(=O)N(C)C[C@H]1OCc2ccccc2-c2c(n(C)c3ccccc23)C(=O)N([C@@H](C)CO)C[C@H]1C	-5	-2.0
C[C@@H]1CN([C@H](C)CO)C(=O)c2cc(NC(=O)CCCN(C)C)ccc2O[C@H]1CN(C)S(C)(=O)=O	3	4.0
CCCC#Cc1cnc2c(c1)C(=O)N([C@H](C)CO)C[C@@H](C)[C@H](CN(C)C(=O)C1CCC1)O2	1	0.1
C[C@H](CO)N1C[C@H](C)[C@@H](CN(C)Cc2ccc(Cl)c(Cl)c2)Oc2c(NS(=O)(=O)c3cn(C)cn3)cccc2C1=O	-1	-0.3
CNC[C@H]1OCCCC[C@@H](C)Oc2ccc(N)cc2C(=O)N([C@H](C)CO)C[C@@H]1C	-3	3.2
Cc1ccc(C)c(N(CC(=O)Nc2ccc(I)cc2)S(C)(=O)=O)c1	-4	0.0
CCCCn1nnnc1NCc1cccnc1	-3	0.2
CCOC(=O)c1c(CSc2nc(C)cc(C)n2)nc2c3ccccc3ccn12	-5	-0.2
C[C@@H]1O[C@@H](Oc2c(-c3ccc(O)c(O)c3)oc3cc(O)cc(O)c3c2=O)[C@H](O)[C@H](O)[C@H]1O	nt	-1.4
COc1cc(OC)cc(C(=O)N(Cc2nc(-c3cccc(C)c3)no2)C(C)C)c1	25	-0.3
CC(C)NC(=O)N(C)C[C@@H]1Oc2ccc(NC(=O)Nc3ccc(F)cc3)cc2CC(=O)N([C@H](C)CO)C[C@H]1C	-2	0.3
O=C(C[C@H]1C[C@H]2c3cc(NC(=O)C4CCOCC4)ccc3O[C@H]2[C@@H](CO)O1)NC1CCCCC1	15	-0.1
C[C@H](O)C#Cc1ccc2c(c1)O[C@H](CN(C)Cc1cccnc1)[C@@H](C)CN([C@H](C)CO)S2(=O)=O	-9	nt
C[C@H](CO)N1C[C@H](C)[C@H](CN(C)Cc2cccc(O)c2)OCc2cn(nn2)CCCC1=O	-2	nt
CC(C)NC(=O)N(C)C[C@@H]1Oc2ccc(NC(=O)C3CCCCC3)cc2C(=O)N([C@H](C)CO)C[C@H]1C	4	nt
CC(C)NC(=O)N(C)C[C@@H]1Oc2ccc(NC(=O)c3ccncc3)cc2C(=O)N([C@H](C)CO)C[C@H]1C	-2	nt
Cc1noc(C)c1NC(=O)N(C)C[C@H]1OCCCC[C@@H](C)Oc2ccc(NC(=O)CCC(F)(F)F)cc2C(=O)N([C@@H](C)CO)C[C@H]1C	nt	2.5
COc1ccccc1NC(=O)CNC(=O)c1ccc(Cl)cc1Cl	-5	-0.5
C[C@H]1CN([C@@H](C)CO)C(=O)c2cccc(NC(=O)Nc3ccc(C(F)(F)F)cc3)c2O[C@H]1CN(C)C(=O)Nc1ccc2c(c1)OCO2	nt	2.4
C[C@@H]1CN([C@@H](C)CO)C(=O)Cc2cc(NC(=O)Cc3ccccc3)ccc2O[C@H]1CN(C)C(=O)NC1CCCCC1	-4	2.3
O=C(C[C@@H]1C[C@@H]2c3cc(NC(=O)CC4CC4)ccc3O[C@@H]2[C@H](CO)O1)NCCN1CCCCC1	-3	-0.4
C[C@H]1CN([C@@H](C)CO)C(=O)c2cccc(NS(=O)(=O)c3ccc(F)cc3)c2O[C@@H]1CN(C)Cc1ccc(Oc2ccccc2)cc1	nt	2.4
COc1ccc(CN(C)C[C@H]2OCCCC[C@@H](C)Oc3ccc(NC(=O)Nc4c(C)noc4C)cc3C(=O)N([C@H](C)CO)C[C@H]2C)cc1	nt	2.2
CC(C)CC#Cc1cnc2c(c1)C(=O)N([C@@H](C)CO)C[C@@H](C)[C@@H](CN(C)C(=O)CN1CCOCC1)O2	17	2.7
Cc1noc(C)c1S(=O)(=O)N(C)C[C@H]1Oc2ccc(NS(=O)(=O)c3cccs3)cc2C(=O)N([C@@H](C)CO)C[C@H]1C	nt	1.6
CO[C@H]1CN(C)C(=O)c2ccc(NC(C)=O)cc2OC[C@@H](C)N(Cc2cccnc2)C[C@H]1C	4	0.1
COc1ccc(NC(=O)Nc2ccc3c(c2)C(=O)N([C@H](C)CO)C[C@@H](C)[C@H](CN(C)Cc2ccccc2)OCCCC[C@H](C)O3)cc1	nt	1.0

Entries of single compounds from above. Values in the order: PRC2 inh | IDH1 mut inh
`O=C(C[C@@H]1C[C@@H]2c3cc(NC(=O)CC4CC4)ccc3O[C@@H]2[C@H](CO)O1)NCCN1CCCCC1` as listed: -3 | -0.4
`C[C@H](CO)N1C[C@H](C)[C@H](CN(C)Cc2cccc(O)c2)OCc2cn(nn2)CCCC1=O` as listed: -2 | nt

Remaining list, next part
SMILES	PRC2 inh	IDH1 mut inh
C[C@@H]1CN([C@H](C)CO)C(=O)c2cc(NC(=O)c3ccncc3)ccc2O[C@@H]1CN(C)Cc1ccc(Cl)c(Cl)c1	0	1.1
C[C@@H]1CN([C@H](C)CO)C(=O)c2cc(-c3cncnc3)cnc2O[C@H]1CN(C)Cc1ccncc1	-4	0.3
C[C@H]1CN([C@@H](C)CO)C(=O)c2cc(NS(=O)(=O)c3ccc(Cl)cc3)ccc2O[C@H]1CN(C)S(=O)(=O)c1cn(C)cn1	nt	-0.1
O=C(Nc1ccc2c(c1)OCO2)N[C@H]1CC[C@H](CC(=O)N2CCN(c3ccccc3)CC2)O[C@H]1CO	5	-0.4
C[C@@H]1CN([C@@H](C)CO)C(=O)c2cc(NC(=O)CCCN(C)C)ccc2O[C@@H](C)CCCCO[C@H]1CN(C)C(=O)Nc1ccc2c(c1)OCO2	nt	1.6
C[C@H]1CN([C@@H](C)CO)S(=O)(=O)c2ccc(C#Cc3ccccc3)cc2O[C@H]1CN(C)C(=O)Cc1ccccn1	nt	-0.7
C[C@H](CO)N1C[C@H](C)[C@@H](CN(C)Cc2ccncc2)Oc2ccc(NC(=O)c3ccncc3)cc2CC1=O	1	1.0
COCCNC(=O)c1ccccc1NC(=O)c1cccc([N+](=O)[O-])c1C	19	-1.0
C[C@@H]1CN([C@H](C)CO)C(=O)c2cc(NS(=O)(=O)c3ccc(Cl)cc3)ccc2O[C@H]1CN(C)CC1CC1	-13	3.0
Cn1c(SCC(=O)Nc2ccccc2C(F)(F)F)nnc1-c1ccc(NC(=O)c2ccc(F)cc2)cc1	-7	0.0
CC(=O)Nc1ccc(NC(=O)CN(c2ccc(I)cc2)S(C)(=O)=O)cc1	-7	0.3
CCOC(=O)C1=CC2(CC)CCCN3CCc4c(n1c1ccccc41)C32 (centres undefined)	nt	0.5
C[C@@H]1CN([C@@H](C)CO)C(=O)c2cccc(NS(=O)(=O)c3ccccc3)c2O[C@@H]1CN(C)S(=O)(=O)c1ccc(Cl)cc1	nt	1.0
O=C(NCC[C@@H]1CC[C@H](NC(=O)c2ccncc2)[C@H](CO)O1)Nc1ccc(Cl)cc1	1	0.1
COc1cccc(C#Cc2ccc3c(c2)O[C@@H](CN(C)C)[C@@H](C)CN([C@H](C)CO)S3(=O)=O)c1	nt	0.3
O=C(NCC[C@H]1CC[C@H](NC(=O)C2CC2)[C@@H](CO)O1)c1ccc(F)cc1	-3	0.4
CCC(=O)N(C)C[C@@H]1Oc2cc(-c3ccncc3)ccc2S(=O)(=O)N([C@H](C)CO)C[C@@H]1C	nt	1.3
C[C@H](CO)N1C[C@H](C)[C@H](CN(C)C(=O)C2CCC2)Oc2cc(C#CC3CC3)ccc2S1(=O)=O	-11	nt
C[C@@H]1CN([C@H](C)CO)C(=O)c2cc(NC(=O)Nc3ccc4c(c3)OCO4)ccc2O[C@@H](C)CCCCO[C@H]1CN(C)C(=O)c1ccccc1	nt	1.1
CC(C)CC#Cc1cnc2c(c1)C(=O)N([C@H](C)CO)C[C@@H](C)[C@H](CN(C)C(=O)CN1CCOCC1)O2	27	-0.8
C[C@@H]1CN([C@@H](C)CO)C(=O)Cc2cc(NS(=O)(=O)c3ccc(Cl)cc3)ccc2O[C@H]1CN(C)S(=O)(=O)c1cccs1	nt	3.0
CC(C)NC(=O)Nc1cccc2c1O[C@@H](CN(C)Cc1ccc(Oc3ccccc3)cc1)[C@@H](C)CN([C@H](C)CO)C2=O	1	-0.8
COC(=O)CNC(=O)c1cc2nc(-c3ccc(C)c(C)c3)cc(C(F)(F)F)n2n1	-8	2.4
CCCC(=O)Nc1ccc2c(c1)OC[C@@H](C)N(Cc1ccncc1)C[C@H](C)[C@@H](OC)CN(C)C2=O	-8	-0.7
CCCNC(=O)N1C[C@H](C)[C@H](OC)CN(C)C(=O)c2ccc(NC(=O)CCC)cc2OC[C@@H]1C	5	0.5
Cc1ccc(S(=O)(=O)Nc2ccc3c(c2)C(=O)N([C@@H](C)CO)C[C@@H](C)[C@H](CN(C)Cc2ccncc2)O3)cc1	12	3.6
CCC(=O)c1c(OCC(N)=O)ccc2c(C)cc(=O)oc12	3	0.7
C[C@@H]1CCCCO[C@@H](CN(C)S(=O)(=O)c2ccccc2)[C@@H](C)CN([C@H](C)CO)C(=O)c2cc(NC(=O)CCCCCC(=O)Nc3ccccc3N)ccc2O1	-3	-0.2
COc1cccc(NC(=O)N[C@@H]2C=C[C@@H](CC(=O)Nc3ccccc3)O[C@H]2CO)c1	7	-0.4
C[C@H]1CN([C@@H](C)CO)C(=O)c2cccc(NS(=O)(=O)c3ccc(Cl)cc3)c2O[C@@H]1CN(C)S(=O)(=O)c1cccs1	nt	-2.3
C[C@H]1CN([C@@H](C)CO)C(=O)Cc2cc(NC(=O)Cc3ccccc3)ccc2O[C@@H]1CN(C)S(=O)(=O)c1cccs1	nt	1.8
COc1ccc(CCNC(=O)C2OCCc3ccccc32)cc1OC (centres undefined)	-7	-0.2
COc1ccc(CN(C)C[C@@H]2Oc3ccc(NC(=O)NC(C)C)cc3CC(=O)N([C@@H](C)CO)C[C@@H]2C)cc1	nt	1.4
Cc1noc(C)c1NC(=O)N(C)C[C@H]1Oc2ccc(NS(=O)(=O)c3c(C)noc3C)cc2C(=O)N([C@H](C)CO)C[C@@H]1C	nt	-0.8
C[C@@H]1CCCCO[C@@H](CN(C)C(=O)Nc2ccc(C(F)(F)F)cc2)[C@H](C)CN([C@@H](C)CO)C(=O)c2cc(NS(=O)(=O)c3ccc(F)cc3)ccc2O1	nt	2.8
COc1ccc(S(=O)(=O)Nc2ccc3c(c2)C(=O)N([C@@H](C)CO)C[C@H](C)[C@@H](CN(C)S(=O)(=O)c2ccc(F)cc2)OCCCC[C@@H](C)O3)cc1	nt	-0.4
C[C@@H]1CN([C@H](C)CO)S(=O)(=O)c2ccc(-c3ccncc3)cc2O[C@H]1CN(C)C(=O)C1CCCCC1	3	8.6
O=C(NCc1ccccc1)C1=C[C@H](C2CC2)C[C@H](OCc2ccc(CO)cc2)O1	8	nt
CO[C@@H]1CN(C)C(=O)c2cc(NC(=O)c3ccccc3F)ccc2OC[C@@H](C)N(CC2CC2)C[C@@H]1C	0	0.0
Cc1ccc(-c2nc3ccc(NCc4cccs4)cc3o2)cc1	11	0.2
COc1ccc(OC)c(NC(=O)COc2c(C)cc(Cl)cc2Cl)c1	22	-0.6
C[C@@H]1CN([C@@H](C)CO)C(=O)CCCn2cc(nn2)CO[C@@H]1CN(C)S(=O)(=O)c1ccc(F)cc1	10	4.7
C[C@@H](O)C#Cc1ccc2c(c1)O[C@H](CN(C)C(=O)c1ccccc1)[C@@H](C)CN([C@@H](C)CO)S2(=O)=O	-9	nt
C[C@@H]1CN([C@@H](C)CO)C(=O)CCCn2cc(nn2)CO[C@H]1CN(C)C(=O)Nc1ccc(N2CCCCC2)cc1	-4	nt
COc1ccccc1NC(=O)N(C)C[C@H]1Oc2ncc(C#CCN(C)C)cc2C(=O)N([C@H](C)CO)C[C@@H]1C	nt	-0.2
CO[C@H]1CN(C)C(=O)c2cc(NC(=O)c3ccccc3F)ccc2OC[C@@H](C)NC[C@H]1C	-1	-0.5
C[C@H]1CN([C@@H](C)CO)C(=O)Cc2cc(NC(=O)Cc3ccccc3)ccc2O[C@@H]1CN(C)Cc1ccccc1	-3	3.5
C[C@H](CO)N1C[C@H](C)[C@H](CN(C)C(=O)c2cccc(F)c2)Oc2cc(C#CC3CCCC3)ccc2S1(=O)=O	3	nt
C[C@@H]1CCCCO[C@H](CN(C)C(=O)Nc2ccc(C(F)(F)F)cc2)[C@H](C)CN([C@H](C)CO)C(=O)c2cc(NS(=O)(=O)c3cccs3)ccc2O1	nt	-2.4
COc1ccc(NC(=O)N(C)C[C@@H]2Oc3ccc(NC(=O)Nc4ccccc4)cc3C(=O)N([C@H](C)CO)C[C@H]2C)cc1	1	1.5
CNC[C@H]1OCCCC[C@H](C)Oc2ccc(NC(=O)c3ccncc3)cc2C(=O)N([C@H](C)CO)C[C@@H]1C	-1	2.5

Reformatted field by field: 4 of the compounds above.
> COc1ccc(CCNC(=O)C2OCCc3ccccc32)cc1OC (centres undefined)
  PRC2 inh: -7 | IDH1 mut inh: -0.2

> COc1cc2c(cc1NC(=O)CSc1ccccn1)oc1ccccc12
  PRC2 inh: 19 | IDH1 mut inh: -0.1

> C[C@@H]1CN([C@@H](C)CO)C(=O)CCCn2cc(nn2)CO[C@H]1CN(C)C(=O)Nc1ccc(N2CCCCC2)cc1
  PRC2 inh: -4 | IDH1 mut inh: nt

> C[C@H]1CN([C@@H](C)CO)C(=O)Cc2cc(NC(=O)Cc3ccccc3)ccc2O[C@@H]1CN(C)S(=O)(=O)c1cccs1
  PRC2 inh: nt | IDH1 mut inh: 1.8

The list is partial (hit frequency here may not be typical).
